KAT2A inh – blocks human GCN5L2 histone acetyltransferase | Q92830 | GCN5L2 HAT assay, ThioGlo1 CoA-SH fluorescence | Potency, µM (doses to about 58.9 µM), for inactives: at the top dose activity change, negative = inhibition, usual class: inhibitors | 0.21% of 390,000 active
Target sequence (Q92830 whole entry, looked up): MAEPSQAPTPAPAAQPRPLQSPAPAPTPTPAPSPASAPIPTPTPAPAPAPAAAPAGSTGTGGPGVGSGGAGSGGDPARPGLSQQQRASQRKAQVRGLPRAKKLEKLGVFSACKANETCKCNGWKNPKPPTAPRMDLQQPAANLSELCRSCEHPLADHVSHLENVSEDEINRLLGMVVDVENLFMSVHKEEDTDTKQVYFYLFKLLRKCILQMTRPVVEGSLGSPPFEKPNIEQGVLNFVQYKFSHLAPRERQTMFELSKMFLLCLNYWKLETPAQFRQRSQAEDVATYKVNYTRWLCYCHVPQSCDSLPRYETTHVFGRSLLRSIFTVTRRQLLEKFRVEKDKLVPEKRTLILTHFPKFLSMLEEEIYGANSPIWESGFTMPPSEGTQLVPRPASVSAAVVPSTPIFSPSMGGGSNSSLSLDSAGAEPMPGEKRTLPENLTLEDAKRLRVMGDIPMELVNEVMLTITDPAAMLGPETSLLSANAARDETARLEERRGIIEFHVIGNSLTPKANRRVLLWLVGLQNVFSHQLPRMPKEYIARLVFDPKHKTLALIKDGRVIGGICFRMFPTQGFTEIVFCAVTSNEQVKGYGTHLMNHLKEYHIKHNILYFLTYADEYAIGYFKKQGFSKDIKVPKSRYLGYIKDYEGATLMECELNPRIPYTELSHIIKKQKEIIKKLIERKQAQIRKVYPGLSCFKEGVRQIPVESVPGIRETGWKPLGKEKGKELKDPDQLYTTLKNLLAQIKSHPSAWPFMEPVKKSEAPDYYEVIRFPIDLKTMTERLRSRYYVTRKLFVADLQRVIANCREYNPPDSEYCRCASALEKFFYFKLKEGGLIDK
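GCN5L2 (20 nM) in 50mM HEPES pH 7.5, 0.1mM EDTA, 0.01% Tween-20 preincubated 15 min with compounds at room temperature. Reaction started with H3(1-25) 75uM, acetyl-CoA 70uM, ThioGlo1 50uM; CoA-thiol fluorescence (Ex340/Em540) read at 0 and 20 min.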
N370S GC mod – N370S glucocerebrosidase modulation, Gaucher chaperone candidate | N370S GC spleen homogenate, 4MU-glucoside fluorescence | 0.092% of 330,000 active | Potency, µM (doses to about 59.4 µM), for inactives: top-dose activity change, negative = inhibition, hits mostly inhibitors | AID 2101;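 further: 0% = full enzyme activity and -100% = no enzyme basal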
FEN1 inhibitor – inhibitors of human flap endonuclease 1; P39748; Recombinant FEN1 flap cleavage, fluorescence, 15 min; Potency, µM (series often up to 114 µM), for inactives: at the highest dose activity change, negative = inhibition, most hits filed as inhibitors; 0.35% of 390,000 active; AID 588795; further: nearly all actives have a fitted effect of over 65% in size
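In this screen, 50 nM flap DNA substrate was added to 10 nM FEN1 pretreated with compound for 15 min at room temperature; cleavage was followed with reads at 0 and 15 min, and Hill fitting gave concentration–response parameters.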
* = called active by the depositor; ? = inconclusive; · = no result given; & = joins results of further samples; [ ] = dose if it differs, or a comment. The call rests on the fitted dose curve; in most records, active means well fitted curve in the direction sought with a large enough effect; inconclusive means small, poorly fitted or top-dose-only effect, or another doubt; inactive means no such curve, though single readings can be large; an effect the other way counts as inactive or inconclusive. Unless noted, on the % scale 0 is the no-effect control and ±100 the full control effect; potency means the concentration at half of the fitted maximal effect.

Compound	FEN1 inhibitor	N370S GC mod	KAT2A inh
CCn1cnc2cc(NS(=O)(=O)c3ccc(OC)c(OC)c3)ccc21	-17%	-16%	-2%
CSc1ccc(C(=S)N2CCN(CCO)CC2)cc1	1%	-6%	-6%
COC(=O)c1ccc([C@@H](O)[C@H](C)C(=O)CC(=O)OC(C)(C)C)cc1	-14%&8%	2%&-1%	-3%
Cn1c(CC(=O)NCCO)c(Sc2ccccc2)c2ccccc21	-7%	6%	-1%
COc1cccc(CNC(=O)COc2cc(O)c3c(c2)OC(C)(C)CC3=O)c1	-14%	1%	-6%
CCC(=O)N1CCCc2cc(S(=O)(=O)N3CCC(C(=O)NC4CCCCC4)CC3)ccc21	13%	·	2%
CCCC(=O)O[C@]1(C(=O)CO)CC[C@H]2[C@@H]3CCC4=CC(=O)CC[C@]4(C)[C@H]3[C@@H](O)C[C@@]21C	5%	2%	2%
COC(=O)c1ccc(OC(=O)CCS(=O)(=O)c2ccc(C)cc2)cc1	4%	-6%	-5%
CCOC(=O)C(C)Sc1cc(CS(=O)(=O)c2ccccc2)nc(-c2ccccc2)n1 (stereo not drawn)	1%	18%	-16%
COc1ccc(NC(=O)CN2CCN(CC(=O)Nc3ccccc3F)CC2)c(OC)c1	0%&-4%	-29%	-13%&-3%

The list continues.
Compound	FEN1 inhibitor	N370S GC mod	KAT2A inh
Cc1ccc(S(=O)(=O)N2CCOC2CNC(=O)C(=O)NCCc2c[nH]c3ccccc23)cc1 (stereo not drawn)	-8%	-14%	4%
COC(=O)c1ccc(C(=O)OC)c(NC(=O)COC(=O)c2ccccc2OC)c1	-3%	7%	-2%
O=C(NCCC1=CCCCC1)C1CCN(C(=O)Nc2ccccc2)CC1	-5%	2%	-5%
COC(=O)CSc1nnc(-c2ccoc2C)n1-c1ccc(C)cc1	-2%	0%	0%
COc1cccc(CN2CCNC(=O)C2CC(=O)NCCCn2ccnc2)c1 (stereo not drawn)	9%	9%	-2%
CCC(=O)c1ccc(OCC(=O)OCC(=O)NC2CCCC2)cc1	-4%	0%	-1%
CC(C)CCc1noc(CN(C)CC2CCN(Cc3ccccc3)CC2)n1	0%	-4%	-11%
COc1ccc2c(c1)c(C(C)=O)c(C)n2-c1ccccc1	-10%	1%	-10%[0.501 µM]
COc1ccc(Nc2nc3ccccc3nc2NS(=O)(=O)c2ccc(NC(C)=O)cc2)cc1	11%	-12%	-9%
COc1ccc(N2C(=O)CC(N3CCC(O)(c4cccc(C(F)(F)F)c4)CC3)C2=O)cc1 (stereo not drawn)	-3%	1%	-2%

Later entries
Compound	FEN1 inhibitor	N370S GC mod	KAT2A inh
O=C(c1ccc(S(=O)(=O)Nc2ccccc2)cc1)N1CCOCC1	10%	-4%	-1%
CCOc1cc(C(=O)NCc2ccncc2)cc(OCC)c1OCC	-1%	6%	-13%
O=C(O)CCCCCNC(=O)/C=C/c1ccco1	16%	-4%	6%
CCc1ccc(CN2CCc3nc(N4CCN(CC)CC4)ncc3C2)cc1	-6%	·	4%
C/C=C/c1cc(CN2CCN(c3ccccc3)CC2)c(O)c(OC)c1	-16%	-8%	1%
CC(C)CCNC(=O)NC(=O)COC(=O)/C=C/c1cccc([N+](=O)[O-])c1	5%	5%	0%
C/C(=C\c1ccccc1)C(=O)N1CCN(Cc2ccc3c(c2)OCO3)CC1	-2%	1%	-4%
COc1ccc(Cl)cc1NC(=O)c1cn(C2CCCCC2)c(=O)c2c1c1ccccc1n2C	-8%	·	-7%
CS(=O)(=O)N(CCc1ccccc1)CC(=O)NCc1ccco1	4%	8%	-2%
CN(Cc1cccc(F)c1)C(=O)C1CC(=O)N(c2ccc3c(c2)OCCO3)C1 (stereo not drawn)	16%	·	-1%

The final two compounds of the section above come first, to join the parts:
Compound	FEN1 inhibitor	N370S GC mod	KAT2A inh
CS(=O)(=O)N(CCc1ccccc1)CC(=O)NCc1ccco1	4%	8%	-2%
CN(Cc1cccc(F)c1)C(=O)C1CC(=O)N(c2ccc3c(c2)OCCO3)C1 (stereo not drawn)	16%	·	-1%
Cc1cccc(N(C)S(=O)(=O)c2c[nH]c3ccc([N+](=O)[O-])cc23)c1	-2%	-10%	-21%
C=C1CCN([C@H](C(=O)NCc2cc(OC)c(OC)c(OC)c2)C(C)C)S(=O)(=O)c2ccccc21	-2%	4%	-12%
CCC1(CC)C(=O)NC(=O)NC1=NCCc1c[nH]c2ccccc12	0%	2%	-2%
N#Cc1ccc(CN2CCN(C(=O)c3ccc(S(=O)(=O)N4CCCCCC4)cc3)CC2)cc1	-4%	·	-3%
COc1ccc(NS(=O)(=O)c2cc(-c3cnc(C4CC4)o3)ccc2C)cc1	-3%	-5%	-3%
COc1ccc(OCC(=O)OCC(=O)N2CC(=O)Nc3ccccc32)cc1	15%	0%	-3%
CSc1ncc(C(=O)NCc2cccc(C)c2)c(-c2ccccc2)n1	-23%	·	-8%
Cc1ccc(-c2c[nH]c(=S)n2-c2ccccc2)cc1	15%	-1%	-7%
CCCn1c(N)c(N(CCOC)C(=O)/C=C/c2cccc(Cl)c2)c(=O)[nH]c1=O	-7%	-3%	-3%
Cc1csc2c(NC3CCN(Cc4ccccc4)CC3)ncnc12	-3%	4%	-17%

Remaining list, next part:
Compound	FEN1 inhibitor	N370S GC mod	KAT2A inh
CCCC(c1nnnn1CS(=O)(=O)c1ccc(C)cc1)N1CCN(c2ccc(F)cc2)CC1 (stereo not drawn)	0%	6%	-9%
Cc1ccc(C)c(N2CCN(C(=O)CCC(=O)Nc3ccc4nc(N5CCCCC5)cc(C)c4c3)CC2)c1	4%	·	-18%
CCCN(CC(=O)Nc1ccccc1C)C(=O)C1CCN(S(=O)(=O)c2cccc(C(F)(F)F)c2)CC1	0%	-4%	-2%
COc1cc(OC)c(NC(=O)Cn2cnc3nc4c(cc3c2=O)CCCC4)cc1Cl	-9%	·	-2%
Cc1noc(C)c1CSc1nc2sc(C)c(C)c2c(=O)n1C1CCCC1	-4%	13%	2%
CSc1ccccc1C(=O)OCC(=O)Nc1ccc(N2CCOCC2)cc1	-6%	·	-1%
Cc1ccc(C)c(CSC2=NCCN2C(=O)Cc2ccc([N+](=O)[O-])cc2)c1	7%	-1%	-9%
CC(C)COc1ccc(C(=O)Nc2ccc(S(=O)(=O)Nc3ncccn3)cc2)cc1	7%	·	-1%
CCCS(=O)(=O)N1CCN(C(=O)c2ccccc2F)CC1	0%	5%	-1%
CCCCCC(=O)c1c(O)cc(OC)c(Cl)c1O	·	1%	0%

The list goes on.
Compound	FEN1 inhibitor	N370S GC mod	KAT2A inh
CCc1cc(=O)oc2c3c(cc(OCC(=O)NC4CC4)c12)OC(C)(C)CC3	-24%	17%	0%
COc1cc(OC)cc(C(=O)NCCN2C(=O)S/C(=C\c3cccs3)C2=O)c1	-5%	-15%	-18%
O=C(Nc1cc(-c2ccccc2)nn1-c1c(Cl)cccc1Cl)c1ccc(F)cc1	-21%	·	-9%
COc1ccc(N2CCN(C(=O)c3cn(C)c4ccc(S(=O)(=O)N5CCOCC5)cc4c3=O)CC2)cc1	-13%&-11%	?	-2%&-3%
CC(=O)Nc1cc2nn(-c3ccccc3)nc2cc1Cl	5%	-6%	-3%
Clc1ccc(OCc2nnnn2-c2ccccc2)cc1	-7%	12%	-3%
CCCCCCCCS(=O)C1CCS(=O)(=O)C1 (stereo not drawn)	-4%	3%	1%
O=C(OCC#CCSc1nnc(-c2cccc3ccccc23)o1)c1ccc(Cl)cc1	1%	·	-1%&-6%
O=C(c1ccc(=O)[nH]c1)N1CCN(S(=O)(=O)c2ccc3ccccc3c2)CC1	-1%	·	-6%
Cc1ccc2oc(=S)n(C)c2c1	0%	15%	1%

The listing continues.
Compound	FEN1 inhibitor	N370S GC mod	KAT2A inh
CCc1cccc(NC2c3ccccc3C(=O)N2c2cccnc2)c1 (stereo not drawn)	-21%	-9%	-5%
COc1ccc(-c2noc(CN3CCOCC3)n2)cc1OC	-3%	11%	-20%
CCOC(=O)C(=CNNc1ccsc1C(=O)OC)C(=O)OCC	-18%	10%	-5%
S=C(NC1CCCC1)N1CCN(c2ccccn2)CC1	-15%	17%	1%
CCCN(CCC)Cc1cc(=O)oc2cc3c(cc12)CCC3	-9%	8%	-16%
Cc1oc2ccc(O)c(CN(C)Cc3ccccc3)c2c1C(=O)Nc1cccc(Cl)c1C	-18%	·	-3%
COc1cccc2cc(CC(=O)c3ccccc3)c(=O)oc12	-4%	0%	0%
Nc1ccc(S(N)(=O)=O)cc1N	-10%	7%	-7%
COc1cccc(NC(=O)CN(C)C(=O)Cn2cnc3ccccc3c2=O)c1	-1%	0%	-2%
CCN(CC)C(=O)[C@H]1C[C@H](CC(=O)NCc2ccc(OC)c(OC)c2)C(=O)N2CCc3c([nH]c4ccc(Cl)cc34)[C@]12C	-17%	·	-4%

Next section
Compound	FEN1 inhibitor	N370S GC mod	KAT2A inh
CCO[C@@H]1OC(C(N)=O)=C[C@H](c2ccccc2)[C@H]1CCCO	1%	-1%	1%
CC(=O)NS(=O)(=O)c1ccc(NC(=S)NC(=O)C2CCC2)cc1	22%	-2%	-1%
CCCc1ccc(OCC(=O)Nc2scc(-c3cccs3)c2C(=O)OC)cc1	-20%	·	?
O=C(CCCc1ccccc1)NCc1ccc2c(c1)OCO2	-4%	-6%	-3%
CCOc1ccc(NC(=O)COC(=O)c2n[nH]c3ccccc23)cc1	-6%	·	-3%
CC(C)NC(=S)N/N=C1\CCCCC1C1CCCCC1 (stereo not drawn)	1%	26%	-2%
Cc1cc(C(=O)NNC(=O)/C=C/c2ccco2)c(C)o1	?	-8%	-6%
Cc1cc(C(=O)C(C)OC(=O)c2ccc(NC(=O)CC#N)cc2)c(C)n1-c1ccccc1 (stereo not drawn)	-1%	-26%	-9%
CCOC(=O)C1CCN(C(=O)CN(c2ccc(Cl)c(C(F)(F)F)c2)S(C)(=O)=O)CC1	-1%	0%	-20%
O=c1[nH][nH]c(=O)c2cc([N+](=O)[O-])ccc12	-1%&-8%	-11%	-1%

The results go on:
Compound	FEN1 inhibitor	N370S GC mod	KAT2A inh
CN(CC(=O)Nc1ccc2c(c1)OCCO2)Cc1nc2ccccc2c(=O)[nH]1	-6%	·	2%
COc1ccc(S(=O)(=O)N2CN(CCc3ccc(OC)c(OC)c3)c3nc4ccccc4nc32)cc1	-6%	5%	-5%
Cc1ccc(C)c(Nc2c([N+](=O)[O-])ccc3nonc23)c1	1%	0%	-14%
O=c1c2c3c(sc2nc2n1CCCCC2)CCCC3	-12%	15%	1%
Cc1ccccc1-n1ncc2c1CC(C)(C)CC2NC(=O)CCC1=NNC(=O)CC1 (stereo not drawn)	-2%	-1%	-6%
Cc1ccc([N+](=O)[O-])cc1N	5%	-2%&-2%	-8%
CN(CC(=O)Nc1ccccc1C(F)(F)F)C(=O)Cc1ccc(S(=O)(=O)N2CCOCC2)s1	7%	-23%	-11%
O=C(Nc1cccc2nsnc12)c1ccc(F)cc1	3%	24%	-5%
CCCc1[nH]n(-c2nc3ccccc3s2)c(=O)c1C=NCCCN(CC)CC	3%	3%	0%
Cc1cccn2c(=O)c3cc(S(=O)(=O)c4ccccc4)c(=N)n(CC4CCCO4)c3nc12 (stereo not drawn)	7%	0%	1%
Cc1c(Cl)cccc1NC(=O)c1ccc2c(c1)nnn2C1CCCC1	-5%	·	-4%

Structural class: the entries above containing a Cl atom
Compound	FEN1 inhibitor	N370S GC mod	KAT2A inh
COc1ccc(Cl)cc1NC(=O)c1cn(C2CCCCC2)c(=O)c2c1c1ccccc1n2C	-8%	·	-7%
CCCn1c(N)c(N(CCOC)C(=O)/C=C/c2cccc(Cl)c2)c(=O)[nH]c1=O	-7%	-3%	-3%
COc1cc(OC)c(NC(=O)Cn2cnc3nc4c(cc3c2=O)CCCC4)cc1Cl	-9%	·	-2%
CCCCCC(=O)c1c(O)cc(OC)c(Cl)c1O	·	1%	0%
O=C(Nc1cc(-c2ccccc2)nn1-c1c(Cl)cccc1Cl)c1ccc(F)cc1	-21%	·	-9%
CC(=O)Nc1cc2nn(-c3ccccc3)nc2cc1Cl	5%	-6%	-3%
Clc1ccc(OCc2nnnn2-c2ccccc2)cc1	-7%	12%	-3%
O=C(OCC#CCSc1nnc(-c2cccc3ccccc23)o1)c1ccc(Cl)cc1	1%	·	-1%&-6%
Cc1oc2ccc(O)c(CN(C)Cc3ccccc3)c2c1C(=O)Nc1cccc(Cl)c1C	-18%	·	-3%
CCN(CC)C(=O)[C@H]1C[C@H](CC(=O)NCc2ccc(OC)c(OC)c2)C(=O)N2CCc3c([nH]c4ccc(Cl)cc34)[C@]12C	-17%	·	-4%
CCOC(=O)C1CCN(C(=O)CN(c2ccc(Cl)c(C(F)(F)F)c2)S(C)(=O)=O)CC1	-1%	0%	-20%
Cc1c(Cl)cccc1NC(=O)c1ccc2c(c1)nnn2C1CCCC1	-5%	·	-4%
